From PubChem
Dynein transport – blocks dynein driven cargo transport along microtubules. 3617.4 mouse cells, GR-EGFP nuclear translocation imaging; test concentration mostly 20 µM; stimulated with dexamethasone, 1 µM; stronger effect = lower value. z-score, hits read low. hit rate 0.47% among 220,000;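 active = plate z-score of nuclear minus cytoplasmic receptor signal below a set negative limit, without overly bright fluorescence or cell loss, cut at about -3.5 in these data, passing the limit was not always enough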;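 note: z-score of nuclear minus cytoplasmic ring GR-EGFP intensity difference per well; some compounds called inactive have numbers as strong as hits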
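Buffer or medium – tet-free medium with charcoal-stripped serum · Signal – automated 10x imaging of fixed Hoechst-stained cells · Also added – dexamethasone agonist, 1.0 µM final, for 30 min · Incubation – induction 48 h, compound 1 h, agonist 30 min · Read-out – GR-EGFP nuclear translocation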
M17LAP inhibition – P. falciparum M17LAP inhibitors, primary screen, biochemical, fluorogenic H-Leu-NHMec substrate, 1536-well (AID 1619) | recombinant M17LAP, H-Leu-NHMec fluorogenic kinetic assay; higher % means a stronger effect | inhibition, % at 30 µM, or IC50 in µM where a hit was titrated | hit rate 0.38% among 220,000;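 active = compound inhibiting the enzyme by more than half at any dose during confirmatory dose-response retesting; inconclusive = strong single-dose inhibitors picked by rank but not retested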;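 note: plate controls were full reaction with DMSO carrier for no effect and no enzyme background for full effect; strong numbers were not always called active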
MT stabilizer – stabilizes microtubules in HeLa cells; HeLa tubulin immunostaining HCS, 24 h; share of cells brighter than vehicle mean+2SD; % tubulin-high responders, % at 10 µM; hit rate 0.83% among 200,000; AID 2205;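 active = plate Z-score above 3 for both tubulin-high and condensed-nucleus cell shares, with cell loss under 80%, at 10 µM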;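 note: anti alpha tubulin signal scored within the nucleus-defined area of each cell; some results filed as inactive read as strong as hits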
b-catenin transl – beta-catenin nuclear translocation modulation; HeLa beta-catenin nuclear translocation, immunofluorescence imaging; nuclear translocation activity, % at 5 µM; hit rate 0.3% among 190,000;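 active = nuclear translocation activity above 50% at 5 µM, with a well cell count of 50 or more; inconclusive = wells under 50 cells across six images, flagged as toxic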;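 note: per-cell ratio of nuclear to cytoplasmic median beta-catenin stain intensity; plate controls were DMSO negative control for no effect and GSK-3 inhibitor IX positive control for full effect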
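System: HeLa cells, endogenous beta-catenin; compound dosing: 5 µM primary single dose, 0.1% DMSO, 0.02–20 µM confirmation series; incubation: 24 h compound exposure at 37°C, 5% CO2; signal: beta-catenin immunofluorescence imaging with DAPI; evaluation: % activation, nuclear-to-cytoplasmic median beta-catenin signal ratio per cell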
Autophagy HCS – alters autophagy in cells. MEF GFP-LC3 puncta imaging; test concentration mostly 10 µM. calls only at 10 µM (by protocol). hit rate 0.98% among 190,000. AID 463193;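 active = percentage of spot-positive cells more than 3 SD above its plate mean, without a fluorescence outlier flag or 80% toxicity; inconclusive = no clear call, values can overlap the other calls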;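 note: spot-positive cell cutoff set from DMSO-treated cells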
M1AAP inhibition – malaria alanyl aminopeptidase activity blockers – biochemical, fluorogenic H-Leu-NHMec substrate, 1536-well (AID 1445) | recombinant M1AAP, H-Leu-NHMec fluorogenic kinetic assay; higher % means a stronger effect | hit rate 0.42% among 220,000 | one-dose inhibition, % at 30 µM; IC50 in µM for titrated hits;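 active = primary inhibition above the hit cutoff, then over 50% inhibition at one or more dose response concentrations, cut at about 23% in these data, passing the limit was not always enough; inconclusive = conflicting primary data, or primary hits not chosen for dose response; inactive = low primary inhibition, or under 50% at every dose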;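 note: plate controls were DMSO full reaction for no effect and no enzyme background for full effect; strong numbers were not always called active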
Yfh1-depleted yeast – mitochondrial function rescue without frataxin homolog – Friedreich's ataxia, plus single-dose screen, dose response (AID 1465); hit rate 0.074% among 220,000; one-dose fold induction at 50 µM; EC50 in µM for titrated hits; S. cerevisiae Yfh1-off respiration, WST-1 reduction, 72 h; higher fold induction means a stronger effect;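 active = fold induction of absorbance versus untreated yeast above a set limit, then at least 30% activation at any dose in follow-up; inconclusive = repeats straddling the limit, or above it without dose testing; inactive = fold induction below the set limit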;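 note: activators that raise dye reduction in frataxin-depleted yeast; strong numbers were not always called active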
WT yeast gro inh – growth inhibition of WT yeast, mitochondrial fusion screen | AID 1362 | hit rate 2.1% among 190,000 | inhibition, % at 10 µM | mitochondrial fusion phenotypic screen, WT strain; in the data active = inhibition above about 58%; tested in S. cerevisiae
T cell HTS – T cell immune modulators affecting CD8 T cell-vesicle binding | calls only at 7 µM | 2C CD8+ T cell-vesicle binding, flow cytometry; stronger effect = lower value | hit rate 0.068% among 330,000;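 active = response, share of CD8 T cells binding vesicles, and their 90th percentile fluorescence all below set limits, cut at about 80% in these data, passing the limit was not always enough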
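Assay system – 2C mouse CD8+ T cells · Also added – QL9-loaded Drosophila micro-vesicles · Timing – Cell–vesicle co-incubation 1.5 h at 37 °C, staining 20 min on ice · Signal – flow cytometry of vesicle-bound cells · Measure – percent CD8+ FL2 mean versus row control · Controls – Peptide-free naked vesicles (low) and QL9 vesicles with 0.7% DMSO vehicle (high)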
WT yeast gro inh mutant strain – further read-out of WT yeast gro inh, marked with its call; inhibition, %; mitochondrial fusion phenotypic screen, mutant strain inhibition
Dynein transport cytoplasmic EGFP – recorded beside Dynein transport, whose call it bears; z-score; measured here: cytoplasmic GR-EGFP intensity; stronger effect = higher value
Dynein transport nuclear GR-EGFP – second read-out of Dynein transport, no call of its own (marks repeat the call); z-score; measured here: nuclear GR-EGFP intensity;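 lower value marks the stronger effect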
Dynein transport cell count – also measured in Dynein transport; calls as there; z-score; measured here: cell count per field
b-catenin transl cell count 5 µM – further read-out of b-catenin transl, marked with its call; cell count; measured here: cell count, cytotoxicity flag
T cell HTS vesicle-bound % – recorded beside T cell HTS, whose call it bears; double positive events, %; measured here: CD8+ vesicle-bound cell fraction;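 binding gate set so that unloaded-vesicle control wells show 10% double positive cells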
MT stabilizer Hoechst-high % – further read-out of MT stabilizer, marked with its call; % Hoechst-high responders; measured here: nuclear condensation Hoechst responders;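 share of cells brighter than vehicle mean plus two SD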
MT stabilizer cytotoxicity % – recorded beside MT stabilizer, whose call it bears; toxicity, %; measured here: cytotoxicity by cell density;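 0% = mean cell density of plate MIN control wells and 100% = no cells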
Autophagy HCS cell loss 18 h – second read-out of Autophagy HCS, no call of its own (marks repeat the call); toxicity, %; measured here: cell loss, nuclei count;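 cell loss after 18 h compound exposure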
* = called active by the depositor; i = inactive; ? = inconclusive; / = not tested or not shown.

SMILES	Dynein transport	Dynein transport cytoplasmic EGFP	Dynein transport nuclear GR-EGFP	Dynein transport cell count	M17LAP inhibition	MT stabilizer	MT stabilizer Hoechst-high %	MT stabilizer cytotoxicity %	b-catenin transl	b-catenin transl cell count 5 µM	Autophagy HCS	Autophagy HCS cell loss 18 h	M1AAP inhibition	Yfh1-depleted yeast	WT yeast gro inh	WT yeast gro inh mutant strain	T cell HTS	T cell HTS vesicle-bound %
COC(=O)C1=C(C)Nc2c(c(=O)n(C)c(=O)n2C)C1c1ccc(C)cc1 (stereo unspecified)	2.4	-0.17	1.2	-0.58	24%	4.9	3.4	9.5	-0.1	1083	i	-17	2%	i	-42	-30	i	28
CSCCC(NS(=O)(=O)c1ccc(Cl)cc1)C(=O)OCC(=O)N1CCCc2ccccc21 (stereo unspecified)	0.51	-0.22	0.16	-0.3	11%	3.6	1.3	7.4	-2.9	1115	i	8	5%	i	5	-23	i	52
CCCCNC(=O)COC(=O)c1ccc(F)cc1Cl	-0.85	-0.24	-0.088	1.1	2%	2.3	2.6	9.9	-2.5	1085	i	9	-2%	i	-11	16	i	1
O=C(O)CCCSc1nccn1-c1ccccc1	1.8	-0.35	0.79	-1.7	0%	1.3	1.6	5.1	-0.4	1069	i	-3	4%	i	12	8	i	39
O=C(CSc1nnc(-c2cccnc2)s1)Nc1ccnc2ccccc12	-0.076	-0.26	-0.27	-0.01	2%	5.9	2.3	10	0.8	897	i	4	3%	i	-4	2	i	31
O=C(CN1CCN(C(=O)c2ccccc2)CC1)Nc1ccc(Br)cn1	2.1	-0.17	1	-1.2	5%	1.7	2.0	10	-4.4	1229	i	35	6%	i	-3	-30	i	47
CC1Cc2cc(/C(O)=C3\C(=O)C(=O)N(CCN(C)C)C3c3ccccc3F)ccc2O1 (stereo unspecified)	0.79	-0.028	0.31	-0.61	21%	2.1	1.7	4.6	/	/	i	-4	-2%	i	-12	-5	i	14
Cc1ccc(C(O)Cn2cc([N+](=O)[O-])nc2C)cc1 (stereo unspecified)	-0.32	-0.24	0.31	0.95	14%	/	/	/	0.9	1236	/	/	3%	i	/	/	i	39
CC1CCCN(Cc2c(O)ccc3c4c(c(=O)oc23)CCCC4)C1 (stereo unspecified)	0.088	-0.23	-0.075	0.8	i	/	/	/	0.5	1248	/	/	?	i	/	/	i	36
Cc1ccc(C)c(NC(=S)Nc2cccc3cnccc23)c1	0.21	-0.27	0.31	-0.087	14%	3.0	1.0	9.3	-1.7	1101	i	12	0%	i	62*	46*	i	60
CC1(C)C2([N+](=O)[O-])CN3CC1([N+](=O)[O-])CN(C2)C3c1ccccc1 (stereo unspecified)	-0.089	-0.21	0.38	-0.048	-6%	2.3	1.8	4.2	-0.4	1384	i	31	0%	i	11	-3	i	49
Cc1cc(C(=O)COC(=O)c2cc(Cl)ccc2N)c(C)n1Cc1ccco1	0.34	-0.22	0.3	-0.073	-21%	1.2	2.1	7.2	0.2	492	i	20	14%	i	-9	-8	i	53
CCCCOc1ccc(/C=C/C(=O)OCC(=O)N2CC(=O)Nc3ccccc32)cc1OCC	1.5	-0.24	0.94	-1.9	5%	3.4	2.7	9.8	-0.5	1075	i	-4	7%	i	-1	-6	i	47
CC(C)C(C(=O)Nc1ccc(S(=O)(=O)N2CCOCC2)cc1)N1C(=O)c2ccccc2C1=O (stereo unspecified)	-0.78	-0.18	-0.081	-0.56	14%	1.0	1.1	4.4	-4.8	1125	i	0	1%	i	-1	-58	i	30
Cc1[nH]nc(-c2ccc(O)c(C)c2O)c1-c1cnn(-c2ccccc2)c1	-0.25	-0.21	-0.1	-0.51	1%	1.0	1.2	9.0	-0.2	1040	i	-7	3%	i	-22	-13	i	29
CCOc1cc(-c2nc(C)c(C(C)=O)n2O)ccc1OCC(=O)Nc1ccccc1	-0.78	-0.21	-0.47	1.3	20%	3.7	2.4	6.5	0.1	1059	i	18	5%	i	32	6	i	34
COc1cc(SC)ccc1C(=O)Nc1ccc(C)cc1	-0.59	-0.26	-0.072	0.038	5%	1.0	1.4	0.7	4.9	856	i	14	5%	i	10	0	i	50
CN(C)CCn1c(N)nc2ccccc21	-0.53	-0.23	-0.35	0.94	9%	/	/	/	1.0	1189	/	/	2%	i	/	/	i	66
Clc1ccc2nc(-c3ccncc3)cc(-c3ccccc3)c2c1	2.1	0.1	1.3	-2.2	-5%	6.6	2.5	9.9	-0.5	1089	i	-4	-4%	i	-16	-21	i	44
S=C(NCc1ccc2c(c1)OCO2)NC1CC1	-1.3	-0.23	-0.026	1.4	-1%	1.1	1.8	5.8	-0.4	1042	i	16	0%	i	28	17	i	47
COc1ccc(N(C(C)=O)c2nc(C)cc(C)c2C#N)c(OC)c1	2.1	-0.3	0.41	-0.73	-1%	3.2	0.9	2.1	0.4	1479	i	15	-7%	i	9	7	i	38
CC(=O)c1ccc(N2CCN(C(=O)Nc3cccc(F)c3)CC2)cc1	0.51	-0.21	0.54	0.13	0%	5.1	3.4	4.8	0.2	1547	i	6	4%	i	-2	-5	i	33
COc1cc(/C=C/C(=O)NCCc2ccc(S(N)(=O)=O)cc2)ccc1OCC#N	0.35	-0.12	0.87	-1.2	4%	/	/	/	-0.4	1376	/	/	7%	i	/	/	i	44
Cc1ccc(C2(CC(=O)O)CCOC(C)(C)C2)cc1 (stereo unspecified)	1.6	-0.097	1.9	-2.3	-8%	5.1	2.1	5.3	0.8	1115	i	0	7%	i	-14	-6	i	60
Cc1ccc(CNC(=O)C(=O)Nc2nccs2)cc1	-0.82	-0.28	-0.22	1.1	0%	2.9	1.5	4.2	0.3	1465	i	4	3%	i	1	-1	i	34

3 compounds out of the list above, ordered by the value under M1AAP inhibition, ascending.
| compound | Dynein transport | Dynein transport cytoplasmic EGFP | Dynein transport nuclear GR-EGFP | Dynein transport cell count | M17LAP inhibition | MT stabilizer Hoechst-high % | M1AAP inhibition | WT yeast gro inh mutant strain | T cell HTS | T cell HTS vesicle-bound % |
| --- | --- | --- | --- | --- | --- | --- | --- | --- | --- | --- |
| CC1Cc2cc(/C(O)=C3\C(=O)C(=O)N(CCN(C)C)C3c3ccccc3F)ccc2O1 (stereo unspecified) | 0.79 | -0.028 | 0.31 | -0.61 | 21% | 1.7 | -2% | -5 | i | 14 |
| CC1(C)C2([N+](=O)[O-])CN3CC1([N+](=O)[O-])CN(C2)C3c1ccccc1 (stereo unspecified) | -0.089 | -0.21 | 0.38 | -0.048 | -6% | 1.8 | 0% | -3 | i | 49 |
| COc1cc(SC)ccc1C(=O)Nc1ccc(C)cc1 | -0.59 | -0.26 | -0.072 | 0.038 | 5% | 1.4 | 5% | 0 | i | 50 |

Continued:
SMILES	Dynein transport	Dynein transport cytoplasmic EGFP	Dynein transport nuclear GR-EGFP	Dynein transport cell count	M17LAP inhibition	MT stabilizer	MT stabilizer Hoechst-high %	MT stabilizer cytotoxicity %	b-catenin transl	b-catenin transl cell count 5 µM	Autophagy HCS	Autophagy HCS cell loss 18 h	M1AAP inhibition	Yfh1-depleted yeast	WT yeast gro inh	WT yeast gro inh mutant strain	T cell HTS	T cell HTS vesicle-bound %
CCN(CC)CCOC(=O)c1ccc(NC(=O)CCNC(=O)Cn2ccc3ccccc3c2=O)cc1	-0.24	-0.15	0.11	0.87	0%	4.7	2.1	1.6	-0.2	1000	i	6	-1%	i	-2	0	i	42
COc1ccccc1-c1cc(C(F)(F)F)nc(N2CCN(c3ccc(F)cc3)CC2)n1	0.64	-0.18	0.75	-0.57	2%	2.4	1.5	48	-0.9	1131	i	-2	7%	i	-3	-2	i	57
Cc1nn(C(C)C(=O)N2CCCCC2)c(=O)c2c1sc1ccccc12 (stereo unspecified)	-0.27	-0.21	-0.0076	0.18	2%	1.2	1.6	7.3	-0.1	1434	i	12	2%	/	4	3	i	15
CCCNC(=O)COC(=O)/C=C/c1ccco1	-0.89	-0.23	-0.53	1.5	6%	2.4	2.4	13	1.9	991	i	-9	2%	i	15	15	i	62
COc1ccc(C(=O)CSC2=C(C#N)C3(CCCCC3)C(C#N)=C(N)N2)cc1	2.3	0.22	2.4	-1.7	4%	4.6	3.1	8.9	1.4	1179	i	6	7%	i	11	10	i	22
CCOc1ccc(S(=O)(=O)NCc2ccccn2)cc1	-0.99	-0.21	-0.38	0.55	0%	1.3	2.1	2.8	-1.8	1148	i	1	8%	i	3	5	i	30
O=C(CN1CCN(C/C=C/c2ccccc2)CC1)NCc1ccc(Cl)cc1	-0.65	-0.11	-0.35	0.24	13%	/	/	/	1.0	1217	/	/	6%	i	/	/	i	32
CCc1ccc(N(C(=O)c2ccco2)C(C(=O)NC2CCCC2)c2ccco2)cc1 (stereo unspecified)	0.042	-0.088	0.08	0.38	-4%	2.9	2.6	3.2	/	/	i	-11	-1%	i	-7	-4	i	54
O=C(CCSc1ccccc1)N1CCN(c2ccccc2F)CC1	-0.58	-0.18	-0.42	-0.25	-9%	1.5	1.9	7.6	-0.3	1591	i	-7	0%	i	9	-3	i	47
